From PubChem BioAssay
CHT inh: human CHT choline transport inhibition; Q9GZV3; CHT-expressing cells, membrane potential dye, choline response; active compounds read low; B-score at 10 µM; 0.86% of 310,000 active;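 active = B-score over 3 SD under the library average, and starting fluorescence ratio not unusually high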;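 also: choline stimulus applied at its EC90 after an EC20 pre-addition; B-score computed on integrated fluorescence ratio after choline addition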
Target sequence (Q9GZV3 whole entry, looked up): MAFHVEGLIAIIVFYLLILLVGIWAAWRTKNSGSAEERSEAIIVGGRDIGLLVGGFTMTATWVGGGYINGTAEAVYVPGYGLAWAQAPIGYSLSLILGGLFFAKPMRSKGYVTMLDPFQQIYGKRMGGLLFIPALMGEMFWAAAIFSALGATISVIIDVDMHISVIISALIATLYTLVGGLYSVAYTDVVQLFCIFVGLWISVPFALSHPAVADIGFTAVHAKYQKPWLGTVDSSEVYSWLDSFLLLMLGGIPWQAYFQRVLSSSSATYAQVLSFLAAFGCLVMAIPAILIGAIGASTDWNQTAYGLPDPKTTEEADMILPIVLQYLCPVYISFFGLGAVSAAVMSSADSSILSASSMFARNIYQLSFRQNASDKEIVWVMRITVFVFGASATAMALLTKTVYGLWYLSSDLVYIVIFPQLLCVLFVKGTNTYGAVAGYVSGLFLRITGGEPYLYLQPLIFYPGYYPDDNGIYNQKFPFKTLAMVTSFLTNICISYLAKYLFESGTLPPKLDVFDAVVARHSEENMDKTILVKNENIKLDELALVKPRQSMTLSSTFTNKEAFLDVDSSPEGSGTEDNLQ
KCNQ2 inh: KCNQ2 potassium channel inhibitors, primary screen, cell-based, CHO-K1, FluxOR thallium flux, B-score (AID 2156); O88943; B-score at 10 µM; 1.1% of 310,000 active; 20 min; active compounds read low;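 active = fluorescence ratio B-score at most minus 3 library SDs, with starting brightness B-score within 2 library SDs, cut at about -5.5 in these data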
Kir21 inh: blocks the mouse Kir2.1 inward-rectifier potassium channel. P35561. HEK293-Kir2.1, FluxOR thallium flux fluorescence; active compounds read low. B-score at 10 µM. 0.85% of 310,000 active;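 active = fluorescence ratio B-score at or below minus 3 SD of library scores, with starting-brightness B-score within 2 SD, cut at about -4.2 in these data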;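 also: channel flux triggered by added potassium and thallium sulfate stimulus; B-score of peak minus minimum fluorescence over baseline after thallium stimulus; more negative B-score means stronger Kir2.1 block with less thallium influx; some compounds called inactive have numbers as strong as hits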
Target sequence (P35561 whole entry, looked up): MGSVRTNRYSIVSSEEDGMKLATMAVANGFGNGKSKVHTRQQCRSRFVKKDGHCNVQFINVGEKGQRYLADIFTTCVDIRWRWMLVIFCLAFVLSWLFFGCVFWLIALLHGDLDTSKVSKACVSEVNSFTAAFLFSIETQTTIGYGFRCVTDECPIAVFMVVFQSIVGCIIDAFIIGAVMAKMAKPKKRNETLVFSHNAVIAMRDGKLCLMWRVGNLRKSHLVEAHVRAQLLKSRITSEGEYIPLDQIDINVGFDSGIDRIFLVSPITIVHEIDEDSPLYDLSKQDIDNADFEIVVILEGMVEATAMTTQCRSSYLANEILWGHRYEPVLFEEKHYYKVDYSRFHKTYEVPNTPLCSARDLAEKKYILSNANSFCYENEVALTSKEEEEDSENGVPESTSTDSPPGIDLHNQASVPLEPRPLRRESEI
The depositor's hits bear a star; i = inactive; . = no result given.

SMILES	CHT inh	KCNQ2 inh	Kir21 inh
Cc1cccc(NC(=O)C2CCN(C(=O)c3ccc(F)cc3)CC2)n1	i	i	-1.8
CC(C)CCN1CC(C(=O)NCCC2=CCCCC2)CC1=O (stereo unspecified)	i	i	0.32
FC(F)(F)c1ccc2c3n(nc2c1)CCN=C3c1ccc(Cl)cc1	i	i	0.62
COC(=O)c1ccc(CC(=O)c2nc3ccccc3s2)cc1	i	i	0.34
Cc1ccc(C2CC(=O)NC(SCCC(C)C)=C2C#N)cc1 (stereo unspecified)	i	i	-1.4
Cc1cc(NC(=O)Nc2cc(F)ccc2C)n(C)n1	i	i	-0.5
CCN(CC)C(=O)Cn1nnc(-c2ccc(C)o2)n1	i	i	0.59
CCOC(=O)N1CCN(c2nc(-c3ccc(F)cc3)cs2)CC1	i	i	0.79
COc1ccc(S(=O)(=O)Nc2cc3c4c(c2)CCN4C(=O)CC3)cc1OC	i	i	-0.67
O=C(Nc1ccccc1N1CCOCC1)c1ccc([N+](=O)[O-])cc1	i	i	-0.01
O=S(=O)(NC1CCCCC1N1CCN(c2ccc(F)cc2)CC1)c1ccc(Cl)cc1 (stereo unspecified)	i	i	-0.66
Cc1ccccc1NC(C)C(=O)N/N=C/c1c[nH]c2ccccc12 (stereo unspecified)	i	i	0.37
Cc1ccc(/C(O)=C2\C(=O)C(=O)N(c3cc(C)on3)C2c2cccc(Br)c2)cc1 (stereo unspecified)	i	i	0.48
O=C1OCc2cc(NC(=O)C34CC5CC(CC(C5)C3)C4)ccc21	i	i	0.48
C/C(=N\NC(=O)c1cccc(S(=O)(=O)Nc2ccccc2Cl)c1)c1ccco1	i	i	-2.2
CCCCn1c(N)c(N(CC(C)C)C(=O)CCNC(=O)c2ccc(Cl)cc2)c(=O)[nH]c1=O	i	i	-1.3
O=C(c1cccc(S(=O)(=O)N2CCN(c3ccc(F)cc3)CC2)c1)N1CCCC(C(F)(F)F)C1 (stereo unspecified)	i	i	0.92
C=CCNC(=O)COC(=O)c1ccc(Cl)c(S(N)(=O)=O)c1	i	i	0.3
COc1ccc(-n2nc(C(=O)NCC(=O)NCCCN3CC(C)CC(C)C3)c3ccccc3c2=O)cc1OC (stereo unspecified)	i	i	-0.95
O=C(COc1ccc([N+](=O)[O-])cc1)Nc1ccc(CN2CCOCC2)cc1	i	i	0.03
COc1ccc(CNc2nccs2)cc1OC	i	i	0.47
NS(=O)(=O)c1ccc(NS(=O)(=O)c2ccc(NC(=O)c3ccc(-c4ccccc4)cc3)cc2)cc1	i	i	1.6
CC(C(=O)OCC(=O)Nc1ccc(S(=O)(=O)N2CCCCC2)cc1)N1C(=O)c2ccccc2C1=O (stereo unspecified)	i	i	0.32
Cc1ccc2cc3c(NS(=O)(=O)c4cccc5nonc45)nn(CC(C)C)c3nc2c1	-6*	i	0.84
Cc1ccc(/C=N/Nc2ccc(C(=O)O)cc2)o1	i	i	0.42
The list continues.
SMILES	CHT inh	KCNQ2 inh	Kir21 inh
COc1ccc(Nc2ncc3c(n2)CC(c2ccc(C)cc2)CC3=O)cc1 (stereo unspecified)	i	i	0.44
Fc1ccccc1Cc1ccc(Cl)nn1	i	i	-0.48
CCOC(=O)C(N)CSC1CC(=O)N(c2ccc(OC)cc2)C1=O (stereo unspecified)	i	i	-0.03
COc1ccc(C2NC(=O)c3ccccc3N2)cc1OC (stereo unspecified)	i	i	1.1
CCc1ccc(-c2cc(C)no2)cc1S(=O)(=O)Nc1ccccn1	i	i	0.13
C=CCOc1nc2c(c(=O)n(C)c(=O)n2C)n1Cc1ccc(Cl)cc1Cl	i	i	0.78
CC1(C)Cc2ccccc2-c2[nH]c(=S)[nH]c(=O)c21	i	i	-0.75
CC(=O)Nc1ccc(N2CCC(C)CC2)c([N+](=O)[O-])c1	i	i	1.8
COCCNC(=O)/C(C#N)=C/c1c(N2CCN(c3ccccc3)CC2)nc2c(C)cccn2c1=O	i	i	2.6
NNC(=S)Nc1ccc(Cl)cc1	i	i	0.73
COc1ccccc1-n1c(CNC(=O)c2ccco2)nnc1SCC(=O)Nc1nccs1	i	i	0.35
Cc1ccnc(NS(=O)(=O)c2ccc(N)cc2)n1	i	i	-1.1
N#CCCn1c(Cl)nc2ccccc21	i	i	-1.7
CC(C)C(NC(=O)C1CCC(C(C)(C)C)CC1)C(=O)NCCc1ccc(S(N)(=O)=O)cc1 (stereo unspecified)	i	i	-1.7
O=C(CN1C(=O)S/C(=C\C=C\c2ccccc2)C1=O)N1CCOCC1	i	i	-2.1
Cc1nc([N+](=O)[O-])c(NCCCO)n1Cc1ccccc1	i	i	1.2
O=C(NC(Cc1ccccc1)C(=O)O)/C(=C/c1ccc(Cl)cc1)NC(=O)c1ccco1 (stereo unspecified)	i	i	1.9
CCCN1Cc2cccc(C(=O)NC(CC(=O)OCC)c3ccc(OCC)c(OC)c3)c2C1=O (stereo unspecified)	i	i	1.5
C=CCNS(=O)(=O)c1cc2c3c(c1)CCN3C(=O)CC2	i	i	-0.47
Cc1ccc(NC(=S)N(CCN2CCOCC2)Cc2ccccc2F)cc1Cl	i	i	-1.5
NC(=O)CC[C@H](NC(=O)OCc1ccccc1)C(=O)OCc1ccc(Cl)cc1	i	i	0.02
COc1ccccc1C1(CC(=O)Nc2nccs2)CCOC(C(C)C)C1 (stereo unspecified)	i	i	-1.2
COc1ccc(N(C)C(=O)c2ccc3c(Cl)c4c(nc3c2)CCCC4)c(OC)c1	i	i	1
O=C(Nc1ccccc1N1CCOCC1)C1=COCCO1	i	i	0.04
CCCN1C2=NCCCN2c2ccccc21	i	i	0.25
(cont.)
SMILES	CHT inh	KCNQ2 inh	Kir21 inh
CN=c1scc(-c2ccccc2F)n1/N=C(\C)c1cccnc1	i	i	0.44
C[C@]1(C(=O)NCCc2c[nH]c3ccccc23)C=C[C@@H](Cc2ccccc2)N1C(=O)c1ccccc1	i	i	1.1
CC(C)CC(=O)c1c[nH]c(C(=O)NCCc2ccccn2)c1	i	i	-0.05
CCN(Cc1ccccc1)C(=O)CCc1nnc(CCCc2ccccc2)o1	i	-10*	-3.8
CC(Sc1nnc(N)s1)C(=O)Nc1ccc2c(c1)OCCO2 (stereo unspecified)	i	i	0.62
COc1ccc2[nH]c(-c3ccc(C)cc3)cc(=O)c2c1	i	i	0.44
CCC(C(=O)OCC(=O)Nc1c(Cl)cc(Cl)cc1Cl)c1ccccc1 (stereo unspecified)	i	i	-1.7
Cc1cc(C)c(NC(=O)CCCSc2nnc(N)s2)c(C)c1	i	i	-0.64
O=C(CCCn1c(=S)[nH]c2cc3c(cc2c1=O)OCO3)N1CCN(c2ccccc2)CC1	i	i	-0.02
CCCCN(C)CCNC(=O)CCn1nc(-c2ccc(C)cc2)ccc1=O	i	i	0.12
CC(C)c1ccc(C2/C(=C(\O)c3ccc4c(c3)OCCO4)C(=O)C(=O)N2CCN2CCOCC2)cc1 (stereo unspecified)	i	i	-0.22
Cc1ccc(OCC(=O)NC2CCSc3ccccc32)cc1 (stereo unspecified)	i	-5.9*	-0.06
O=C1CC(Cc2ccccc2)C(=O)N1CCCn1ccnc1 (stereo unspecified)	i	i	-1.2
O=[N+]([O-])c1ccc(N2CCN(CC(O)COc3ccccc3)CC2)cc1 (stereo unspecified)	i	i	0.87
COc1ccc(C(=O)N=c2c(C#N)cc3c(=O)n4cccc(C)c4nc3n2Cc2ccco2)cc1	.	i	0.34
CC(=O)Nc1ccc(C(=O)N2CCN(C(=O)c3ccco3)CC2)cc1	i	i	0.65
Cc1cc(C)c2nc(-n3nc(C)cc3N)cc(C)c2c1	i	i	2.1
Cc1ccc(/C=C2\Oc3c(ccc(O)c3CN3CCN(C)CC3)C2=O)cc1	i	i	-5.8
C[C@H]1CN=C(Nc2ccccc2)N1CC1CCCCC1	i	i	1.1
Clc1ccc(CN2CCC(c3ccccc3)CC2)cc1	i	i	0.35
COc1ccc(-c2cc(-c3cccs3)c(C#N)c(SCC(=O)NCc3ccccc3OC)n2)cc1	i	i	0.85
CCn1c(C)c(C(C)=O)c(N2CCN(c3ccc(F)cc3)CC2)nc1=S	i	i	1.8
CN1CCN(C2=Nc3cc(F)ccc3Cc3ccccc32)CC1	i	i	-1.6
Cc1cc(S(=O)(=O)N2CCOCC2)ccc1OCC(=O)NCC1CCCO1 (stereo unspecified)	i	i	0.38
CCCOc1ccc(N2C(=O)CC(N3CCC(O)(c4cccc(C(F)(F)F)c4)CC3)C2=O)cc1 (stereo unspecified)	i	i	-0.41
(listing goes on)
SMILES	CHT inh	KCNQ2 inh	Kir21 inh
Cc1ccc(/C=N/NC(=O)C(=O)N/N=C/c2ccc(C)o2)o1	i	i	0.37
O=C(COC(=O)C12CC3CC(CC(C3)C1)C2)NCc1ccco1	i	i	-0.44
CN1CCC(N(C)C(=O)c2ccccc2Nc2ccc(SC(F)F)cc2)CC1	i	i	-1.1
COc1cc2nc(C3CCC3)n(NC(=O)C3CCC(OC)CC3)c(=O)c2cc1OC (stereo unspecified)	i	i	0.21
Oc1c(Br)cc(Br)cc1C=NCc1ccccc1	-9.8*	i	-1.2
Cc1ccc2nc(SCC3CCCCO3)[nH]c2c1 (stereo unspecified)	i	i	-0.79
CCNC(=O)/C=C/c1ccccc1[N+](=O)[O-]	i	i	-0.55
O=C(O)CCN(Cc1ccccc1)S(=O)(=O)c1ccccc1Cl	.	i	0.73
Cc1cccc(CSc2nnc([C@@H]3CCCN3C(=O)OC(C)(C)C)o2)c1	i	i	-6*
CC(C)(C)NC(=O)c1cc(Cl)ccc1[N+](=O)[O-]	i	i	1.4
CCOC(=O)C(=NC(C)CC)NNc1ccc(Br)cc1 (stereo unspecified)	i	i	-0.7
C=CCn1c(O)c(N=NC(=S)Nc2ccc(OC)cc2)c2ccccc21	i	i	-5.3*
O=S(=O)(Nc1cccc(-c2ccc(N3CCCCCC3)nn2)c1)c1ccc(C(F)(F)F)cc1	i	i	-1.1
OC(CN1CCOCC1)Cn1c(-c2cccc(Cl)c2)nc2ccccc21 (stereo unspecified)	i	i	-0.67
O=C(Oc1nsnc1N1CCOCC1)N(c1ccccc1)c1ccccc1	i	i	-2.8
CCCCSc1nc2ccc(Nc3nc(N4CCOCC4)nc(N4CCOCC4)n3)cc2s1	i	i	-0.57
COc1ccc(NC(=S)N2CCN(S(=O)(=O)c3ccc(C)cc3)CC2)cc1	i	i	-0.18
Cc1noc(C)c1COC(=O)Cc1ccc(Cl)cc1	i	i	-1.9
CCc1nc2oc3ccccc3c(=O)c2c(=O)n1CCOC	i	i	1.6
CCCCc1nc(SCc2ccc([N+](=O)[O-])cc2)n[nH]1	i	i	0.08
CC(=O)N1CCc2c(sc3c2c(=O)n(Cc2ccccc2)c(=O)n3CC(=O)NCC2CCCO2)C1 (stereo unspecified)	i	i	0.53
O=C(COC(=O)c1cc(F)c(F)cc1Cl)NC1CC1	i	i	0.44
COc1ccc(C2(O)CN(c3ccccc3)C3=[N+]2CCS3)cc1OC (stereo unspecified)	i	i	-0.81
CC(C)CCOc1ccc(CO[C@@H]2[C@H]3OC(C)(C)O[C@H]3O[C@@H]2C(O)CO)cc1 (stereo partly specified)	i	i	1.1
CCN1CCN(CNC(=O)c2cnccn2)CC1	i	i	0.49

Some of the entries so far, with the structure last.
CHT inh | KCNQ2 inh | Kir21 inh | smiles
i | i | 0.37 | Cc1ccc(/C=N/NC(=O)C(=O)N/N=C/c2ccc(C)o2)o1
i | i | -0.44 | O=C(COC(=O)C12CC3CC(CC(C3)C1)C2)NCc1ccco1
i | i | -1.1 | CN1CCC(N(C)C(=O)c2ccccc2Nc2ccc(SC(F)F)cc2)CC1
i | i | 0.21 | COc1cc2nc(C3CCC3)n(NC(=O)C3CCC(OC)CC3)c(=O)c2cc1OC (stereo unspecified)
-9.8* | i | -1.2 | Oc1c(Br)cc(Br)cc1C=NCc1ccccc1
i | i | -0.79 | Cc1ccc2nc(SCC3CCCCO3)[nH]c2c1 (stereo unspecified)
i | i | -0.55 | CCNC(=O)/C=C/c1ccccc1[N+](=O)[O-]
. | i | 0.73 | O=C(O)CCN(Cc1ccccc1)S(=O)(=O)c1ccccc1Cl
i | i | -6* | Cc1cccc(CSc2nnc([C@@H]3CCCN3C(=O)OC(C)(C)C)o2)c1
i | i | 1.4 | CC(C)(C)NC(=O)c1cc(Cl)ccc1[N+](=O)[O-]
i | i | -0.7 | CCOC(=O)C(=NC(C)CC)NNc1ccc(Br)cc1 (stereo unspecified)
i | i | -5.3* | C=CCn1c(O)c(N=NC(=S)Nc2ccc(OC)cc2)c2ccccc21
i | i | -1.1 | O=S(=O)(Nc1cccc(-c2ccc(N3CCCCCC3)nn2)c1)c1ccc(C(F)(F)F)cc1
i | i | -0.67 | OC(CN1CCOCC1)Cn1c(-c2cccc(Cl)c2)nc2ccccc21 (stereo unspecified)
i | i | -2.8 | O=C(Oc1nsnc1N1CCOCC1)N(c1ccccc1)c1ccccc1

Further records follow:
SMILES	CHT inh	KCNQ2 inh	Kir21 inh
Cc1ccsc1/C=C1/C(=O)NN(c2ccccc2)C1=O	i	i	-0.99
COC(=O)c1ccccc1NC(=O)CC(NCc1ccccc1)C(=O)O (stereo unspecified)	i	i	-0.05
CC1(C(=O)CSc2n[nH]c(-c3ccccc3Cl)n2)CCC(=O)O1 (stereo unspecified)	i	i	-0.28
Cc1cc2nc(C)c(Cc3ccccc3)c(=O)n2[nH]1	i	i	0.01
Cc1ccc(Cn2c(=N)c(C(=O)NC3CCCC3)cc3c(=O)n4ccccc4nc32)cc1	i	i	-2.4
Cc1ccsc1/C=N/NC(=O)C1C(=O)NCC1c1ccccc1 (stereo unspecified)	i	i	0.01
CCC(C)n1c(SCC(=O)NC(=O)Nc2ccc3c(c2)OCCO3)nc2ccccc2c1=O (stereo unspecified)	i	i	0.1
